Smad3 FoxH1 inh: Smad3 (human) transcription factor binding inhibition. P84022. 88,000 tested, 0.29% active. TR-FRET Smad3/Dy647-FoxH1 peptide binding, europium anti-His. inhibition, % at 25 µM;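 active means compounds that reduce the energy-transfer binding signal between the protein and its labelled peptide by more than half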;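 further: 0% = Smad3 plus labelled peptide maximal FRET and 100% = peptide-only background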
LYP inh 2: inhibitors of human LYP (PTPN22) phosphatase | Q9Y2R2 | recombinant LYP catalytic domain, DiFMUP fluorescence | inhibition, % at 2 µM | 96,000 tested, 0.21% active | AID 640;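 active means inhibition at 2 µM at or above a set limit, the screen mean plus 3 SD, cut at about 24% in these data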;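 further: 0% = DMSO with enzyme and 100% = enzyme fully blocked by orthovanadate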
cytoskel mod: cytoskeleton assembly modification; 91,000 tested, 0.18% active; HUVEC TNFa F-actin phalloidin imaging, high content; inhibition, % at 2 µM;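 active means inhibition above the batch mean plus 3 SD and confirmed as a hit by visual image inspection, cut at about 30% in these data, passing the limit was not always enough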; further: strong numbers were not always called active
Calb biofilm kill: kills Candida albicans biofilms | C. albicans biofilm + clotrimazole, Alamar Blue | inhibition, % at 6 µM | 85,000 tested, 0.14% active;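 active means inhibition above 20%; inactive means inhibition below 20%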;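 further: preformed 24 hr biofilms exposed to compound for 48 hr; 0% = biofilm without compound and 100% = blank killed by clotrimazole plus chlorhexidine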
TNFa cytotox: HUVEC cytotoxicity counter-screen, TNF alpha stimulated; HUVEC TNFalpha-stimulated, Hoechst cell count, imaging; cell count reduction, % at 2 µM; 93,000 tested, 0.17% active; AID 848;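 active means cell count reduction exceeding the screen mean by over 5 SD, scaled to untreated wells per plate, cut at about 78% in these data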;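 further: cells counted after 24 h of TNF alpha exposure following the 1 h pretreatment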
MT1-MMP txn act: activates MT1-MMP transcription. HT1080 MT1-MMP promoter luciferase reporter, luminescence, overnight; stronger effect = higher value. activation factor at 10 µM. 86,000 tested, 0.16% active;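 active means activation factor of at least 2 for MT1-MMP transcription at 10 µM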
IL1B cytotox: toxic to HUVEC cells under IL-1B stimulation; HUVEC cell count loss, Hoechst imaging, IL-1B stimulated; cell count reduction, % at 2 µM; 94,000 tested, 0.41% active;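 active means cell count reduction more than 3 SD above the screen-wide mean, cut at about 70% in these data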;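 further: normalized per plate to untreated control cells as the no-loss baseline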
hDAT+cocaine: modulates human dopamine transporter uptake under cocaine; Q01959; LLC-PK1 hDAT cells, [14C]-dopamine uptake with cocaine IC80; actives deviate in either direction; B-score at 10 µM; 110,000 tested, 1.3% active; AID 449768;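 active means Z score or B-score, a plate-position-corrected score, falls beyond the plate's 99.7% confidence bounds, in either direction; inactive means both scores lie inside the 99.7% bounds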;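 further: scored against the spread of the other compound wells on the same plate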
Target sequence (Q01959 whole entry, looked up): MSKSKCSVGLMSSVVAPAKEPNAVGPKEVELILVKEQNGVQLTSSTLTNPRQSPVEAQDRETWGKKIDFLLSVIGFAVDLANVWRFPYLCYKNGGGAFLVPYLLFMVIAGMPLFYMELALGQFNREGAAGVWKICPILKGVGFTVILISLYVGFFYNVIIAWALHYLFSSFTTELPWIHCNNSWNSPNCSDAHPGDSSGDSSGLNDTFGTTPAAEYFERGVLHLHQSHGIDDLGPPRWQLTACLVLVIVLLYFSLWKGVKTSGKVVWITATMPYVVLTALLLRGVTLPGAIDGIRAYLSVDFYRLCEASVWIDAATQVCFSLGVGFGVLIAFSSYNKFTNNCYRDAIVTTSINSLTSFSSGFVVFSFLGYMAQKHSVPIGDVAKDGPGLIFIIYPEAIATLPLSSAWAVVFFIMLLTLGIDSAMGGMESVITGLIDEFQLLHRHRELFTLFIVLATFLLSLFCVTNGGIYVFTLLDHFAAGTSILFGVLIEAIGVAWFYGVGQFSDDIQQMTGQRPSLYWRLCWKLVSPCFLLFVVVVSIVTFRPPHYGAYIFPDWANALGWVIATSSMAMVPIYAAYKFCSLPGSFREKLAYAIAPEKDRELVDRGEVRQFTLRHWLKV
VCAM1 TNFa inh: reduces TNF alpha induced VCAM1 expression in HUVEC. AID 802. HUVEC TNFa-induced VCAM-1 immunofluorescence, high-content imaging. inhibition, % at 2 µM. 95,000 tested, 0.48% active;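 active means inhibition above the batch mean plus 3 SD, with images confirmed as a hit by eye, cut at about 37% in these data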;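 further: 0% = TNF-stimulated DMSO wells and 100% = unstimulated control wells; not every result past the cut was called active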
Numbers without * were called inactive; nt = no result given; [ ] = another dose, or the depositor's remark. This is a subset; count on the stated rates, not on these rows.

item	canonical_smiles	VCAM1 TNFa inh	Smad3 FoxH1 inh	Calb biofilm kill	cytoskel mod	TNFa cytotox	hDAT+cocaine	MT1-MMP txn act	IL1B cytotox	LYP inh 2
1	Clc1cccc2sc(-c3nnc(-c4ccccc4)o3)c(Cl)c12	-2	-30	-3	6	0	0.37	1.6	28	4
2	O=C(Cc1cccs1)Nc1ccccc1C(=O)O	-8	0	3	-18	9	-0.25	1.1	-52	-4
3	COCCNc1cc(C)nc2ccccc12	6	-2	4	9	-5	-1	1.1	4	-12
4	Cc1cccc(C(=O)NNC2=C(C(=O)C(F)(F)F)CCC2)c1O	-4	-19	12	17	-9	0.11	1	-1	14
5	N#CCSc1nnc2sc3ccccc3n12	34	-6	-5	-7	-4	-0.85	1	7	-1
6	COc1ccc2[nH]c(=O)c(CN(C(=O)NC3CCCCC3)C3CCCC3)cc2c1	-5	8	8	46	-21	1.1	1.1	15	2
7	N#CCCN(CC(=O)O)S(=O)(=O)c1ccccc1	nt	3	8	nt	nt	-1.1	1.1	nt	nt
8	O=C(NCc1ccco1)c1ccc(COc2ccccc2Cl)cc1	-2	nt	nt	9	13	-0.12	nt	-2	9
9	Cc1cc2occ(CC(=O)NC3=NCCS3)c2cc1C(C)C	2	9	2	-13	-13	-0.85	1	-157	0
10	CON/C=C(\C=Nc1ccc(Cl)cc1Cl)c1ncc(C(F)(F)F)cc1Cl	-12	nt	nt	-7	-10	-0.19	nt	5	14
11	CC(=O)c1ccc(OC(=O)C2c3ccccc3Oc3ccccc32)cc1	16	nt	nt	-21	-8	-0.13	nt	4	4
12	COCc1cc(C)nc(SCC(=O)NCc2ccco2)c1C#N	nt	-3	5	nt	nt	-0.55	1.2	nt	nt
13	CCCOC(=O)c1ccc(Oc2cn[nH]c2-c2ccc(OCC)cc2O)cc1	6	2	7	-17	-6	0.27	1.1	-3	-2
14	S=C(NCCN1CCOCC1)N/N=C/c1ccccc1	12	nt	nt	-1	-10	2.3	nt	10	13
15	COc1ccc(-c2nc(C#N)c(N3CCC(C(N)=O)CC3)o2)cc1OC	-8	-15	2	14	-1	-0.0058	1.1	-5	-4
16	O=C(c1cn(-c2ccccc2)nc1-c1ccc(F)cc1)N1CCOCC1	nt	18[fluorescence artefact?]	4	nt	nt	-0.19	1.1	nt	nt
17	CC1CCCN(C(=O)Cn2c(-c3nonc3N)nc3ccccc32)C1 (stereo unspecified)	nt	-1	2	-11	nt	0.38	1.2	4	3
18	CCOc1ccccc1N(CC)C(=O)Cn1ncc2c(=O)oc3ccccc3c21	nt	0	-6	nt	nt	-0.027	1.1	nt	nt
19	CCOC(=O)CCc1c(C)nc(SCCN2CCCC2)c(C#N)c1C	15	-4	7	-19	4	-0.038	1.2	16	-7
20	O=C(NCc1ccccc1)c1cccc(S(=O)(=O)N2CCOCC2)c1	0	nt	nt	-9	-10	-0.26	nt	26	-2
21	CC1CCN(c2c(NCc3ccc(C(=O)NCC4COc5ccccc5O4)cc3)c(=O)c2=O)CC1 (stereo unspecified)	-2	8	4	-5	1	0.3	1	8	0
22	CCCCCn1c(CN2CCN(Cc3ccccc3)CC2)nc2c1c(=O)[nH]c(=O)n2C	-2	-2	-2	11	-27	1.2	1.4	-7	3
23	CC1CC(=O)N(CC(=O)NCc2ccc3c(c2)OCO3)c2ccccc2S1 (stereo unspecified)	7	nt	nt	8	-54	nt	1.1	13	-8
24	O=C(CC1NC(=O)NC1=O)NC1(C(=O)NC2CCCCC2)CCCCC1 (stereo unspecified)	17	7	2	-8	-24	-0.62	1.2	14	3
25	O=C(c1cn(-c2ccccc2)nc1-c1cccs1)N1CCN(c2ccc(F)cc2)CC1	8	-9	10	0	-4	0.11	1.5	-6	3
26	COC(=O)c1ccccc1NC(=O)c1cc(-c2cccs2)on1	-3	-3	11	10	-36	0.027	1.2	-27	7
27	Cn1c(NC(=O)c2cccc(Cn3cc(Cl)cn3)c2)nc2ccccc21	3	18[fluorescence artefact?]	3	14	-3	-0.81	1.5	29	12
28	COc1cccc(N=C2SC(C(=O)Nc3ccc(F)cc3)CC(=O)N2C)c1 (stereo unspecified)	15	-7	-3	-11	11	1.2	1.1	5	-1
29	C=CCn1c(COc2cccc3cccnc23)nnc1SCC(=O)OC	26	7	-1	-1	-42	-0.33	1.2	-2	-4
30	CCC(=O)N1CCN(c2nc(C)nc3sc(C)c(C)c23)CC1	-22	3	5	21	-34	1.5	1	3	0
31	CCOc1ccc(OCC)c(NC(=O)CC2Oc3ccc(C)cc3NC2=O)c1 (stereo unspecified)	7	-8	8	-4	-27	-1.4	1.2	5	-24
32	C=CCOc1c(Cl)cc(C2NC(=O)NC(C)=C2C(=O)OC)cc1Cl (stereo unspecified)	6	0	1	-13	-17	-0.86	1.1	-14	0
33	COc1ccccc1NC(=O)N(Cc1ccccc1)C1=NCC(C)S1 (stereo unspecified)	-22	7	8	18	-4	-3.7*	1.1	7	-10
34	Cc1ccc(-c2nc(SCC(N)=O)c(C#N)c3c2CCCC3)cc1	8	7	4	7	-7	0.59	1.1	-16	2
35	COc1ccc(S(=O)(=O)C(C#N)c2nc3ccccc3nc2N2CCCC(C)C2)cc1 (stereo unspecified)	-20	1	2	26	-27	0.26	1	-21	2
36	O=C(Nc1ccc(Cl)cc1)NC1CCCCC1Cc1ccco1 (stereo unspecified)	16	-2	7	-6	-8	-1.6	1.2	-10	-5
37	CCCCCC1CC(CC(=O)Nc2nncs2)C(=O)O1 (stereo unspecified)	23	7[fluorescence artefact?]	4	-2	-22	-0.049	1	-14	-14
38	CCOC(=O)CSc1nnnn1-c1cc(OC)c(Cl)cc1OC	8	nt	nt	nt	-43	-1.5	1.1	-83	0
39	O=C1c2ccccc2NC(c2cccc(Cl)c2)N1N=C1CCCCCC1 (stereo unspecified)	12	nt	nt	9	7	nt	nt	17	4
40	CCOC(=O)c1[nH]c2cc3c(cc2c1NC(=O)CN1CCCCC1C)OCO3 (stereo unspecified)	19	nt	nt	0	-12	nt	1.3	-29	12
41	O=C(c1cnc2n(c1=O)CCS2)N1CCCc2ccccc21	2	9	6	19	-14	-0.15	1	-27	-23
42	Cc1cc(NC(=O)c2cc(Cl)ccc2Cl)no1	-4	8	nt	-12	-22	0.05	0.9	3	2
43	c1cc2ccc3ccc(-n4cnnn4)c4ccc(c1)c2c34	-21	nt	nt	-1	-5	-1.5	nt	7	19
44	CCC1CCc2c(sc3nc(SCC(=O)NCc4ccco4)n(-c4ccccc4)c(=O)c23)C1 (stereo unspecified)	21	-10	13	-6	-12	1.4	1.4	-12	1
45	O=C(c1cccnc1)N1CCN(Cc2cccc(Br)c2)CC1	10	nt	nt	2	-13	0.075	nt	18	-18
46	CSc1nnc(-c2ccncc2)n1CCCN1CCCC1=O	17	10[fluorescence artefact?]	2	-12	1	0.019	1.2	-11	-12
47	CCOC(=O)CN1C(=O)S/C(=C/c2cc(C)n(C)c2C)C1=O	-3	nt	nt	-30	1	-1.1	nt	-7	-14
48	CCc1[nH]nc2c1C(c1cccc(OC(=O)N3CCOCC3)c1)C(C#N)=C(N)O2 (stereo unspecified)	13	0	8	-2	-26	1.2	1.1	-5	8

Part of the list above in order of molar mass, ascending:
item	canonical_smiles	VCAM1 TNFa inh	Smad3 FoxH1 inh	Calb biofilm kill	cytoskel mod	TNFa cytotox	hDAT+cocaine	MT1-MMP txn act	IL1B cytotox	LYP inh 2
42	Cc1cc(NC(=O)c2cc(Cl)ccc2Cl)no1	-4	8	nt	-12	-22	0.05	0.9	3	2
41	O=C(c1cnc2n(c1=O)CCS2)N1CCCc2ccccc21	2	9	6	19	-14	-0.15	1	-27	-23
46	CSc1nnc(-c2ccncc2)n1CCCN1CCCC1=O	17	10[fluorescence artefact?]	2	-12	1	0.019	1.2	-11	-12
47	CCOC(=O)CN1C(=O)S/C(=C/c2cc(C)n(C)c2C)C1=O	-3	nt	nt	-30	1	-1.1	nt	-7	-14
38	CCOC(=O)CSc1nnnn1-c1cc(OC)c(Cl)cc1OC	8	nt	nt	nt	-43	-1.5	1.1	-83	0
45	O=C(c1cccnc1)N1CCN(Cc2cccc(Br)c2)CC1	10	nt	nt	2	-13	0.075	nt	18	-18
48	CCc1[nH]nc2c1C(c1cccc(OC(=O)N3CCOCC3)c1)C(C#N)=C(N)O2 (stereo unspecified)	13	0	8	-2	-26	1.2	1.1	-5	8
44	CCC1CCc2c(sc3nc(SCC(=O)NCc4ccco4)n(-c4ccccc4)c(=O)c23)C1 (stereo unspecified)	21	-10	13	-6	-12	1.4	1.4	-12	1

(further entries)
item	canonical_smiles	VCAM1 TNFa inh	Smad3 FoxH1 inh	Calb biofilm kill	cytoskel mod	TNFa cytotox	hDAT+cocaine	MT1-MMP txn act	IL1B cytotox	LYP inh 2
49	Cc1cc(C)n2nc(C(=O)OCCOc3cccc(Br)c3)nc2n1	nt	6	-3	nt	nt	-0.025	1.1	nt	nt
50	COC(=O)C1=C(C)N(C)C(C)=C(C(=O)OC)C1c1ccc(F)c(Br)c1	9	6	5	-10	-10	0.24	1.1	-13	-2
51	CCC(C)NC(=O)C1CCN(C(=O)c2ccccc2)CC1 (stereo unspecified)	-34	nt	nt	16	-71	nt	1.1	-41	-1
52	CC1(C)CC(=O)C2=C(C1)N(c1ccccc1)C(N)=C(C#N)C2c1cccnc1 (stereo unspecified)	nt	1	2	nt	nt	nt	1.2	nt	-6
53	COC(=O)c1c(C(=O)OC)c(-c2ccccc2)n2c1CS(=O)C2 (stereo unspecified)	0	-25	0	-8	-8	-0.86	1.1	nt	14
54	CCC1CCCCN1CCNC(=O)C1CCN(S(=O)(=O)c2c(C)noc2C)CC1 (stereo unspecified)	-14	2	3	-24	0	0.56	nt	4	0
55	CCn1c(=N)n(CC(=O)OC)c2ccccc21	1	3	6	-50	6	-0.32	1.2	-41	-2
56	COc1ccccc1-c1cc(C(F)(F)F)n2ncc(S(=O)(=O)c3ccccc3)c2n1	6	nt	nt	0	-9	1.3	nt	-11	16

Source: PubChem (several laboratories)
